Assay outcomes deposited in PubChem BioAssay by The Scripps Research Institute Molecular Screening Center.
GSTO1 inh – GSTO1 inhibition, counter-screen for RBBP9 inhibitors; AID 1974; actives 1.1% (n = 300,000); inhibition, % at 5.96 µM; recombinant GSTO1, activity-based probe fluorescence polarization; P78417;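 active means inhibition above the campaign mean inhibition plus 3 SD, cut at about 35% in these data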;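 further: 0% = GSTO1-1 with DMSO and 100% = wells lacking GSTO1-1 enzyme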
Target sequence (P78417 whole entry, looked up): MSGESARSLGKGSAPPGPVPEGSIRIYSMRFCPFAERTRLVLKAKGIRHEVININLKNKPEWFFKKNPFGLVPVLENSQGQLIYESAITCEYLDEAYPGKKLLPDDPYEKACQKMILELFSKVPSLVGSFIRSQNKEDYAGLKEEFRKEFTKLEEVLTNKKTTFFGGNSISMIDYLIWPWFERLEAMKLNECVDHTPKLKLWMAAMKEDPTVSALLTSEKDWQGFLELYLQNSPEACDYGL
PAFAH1B2 FP inh – inhibitors of human PAFAH1B2; inhibition, % at 3.39 µM; P68402; AID 492953; actives 1.2% (n = 340,000); recombinant PAFAH1B2, FP-rhodamine activity probe, fluorescence polarization;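 active means inhibition above the mean of all tested compounds plus 3 SD, cut at about 24% in these data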;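 further: 0% = enzyme with DMSO and 100% = wells lacking PAFAH1B2; many of its hits are not listed in these tables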
Target sequence (P68402 whole entry, looked up): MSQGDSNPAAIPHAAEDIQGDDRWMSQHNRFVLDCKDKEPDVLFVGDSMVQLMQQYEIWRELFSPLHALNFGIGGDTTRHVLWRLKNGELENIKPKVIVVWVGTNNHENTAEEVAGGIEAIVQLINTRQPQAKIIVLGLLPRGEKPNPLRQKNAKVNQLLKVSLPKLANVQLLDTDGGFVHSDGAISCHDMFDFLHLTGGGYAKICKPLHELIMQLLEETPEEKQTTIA
PAD4 FP inh – PAD4 (human) enzyme inhibition. Q9UM07. recombinant PAD4, RCA probe fluorescence polarization. inhibition, % at 6.36 µM. actives 0.41% (n = 330,000). AID 485272;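 active means percent inhibition above a cutoff equal to the mean of all tested compounds plus 3 SD, cut at about 15% in these data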;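 further: 0% = PAD4 with RCA probe and DMSO and 100% = probe without PAD4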
LYPLA1 inh – LYPLA1 (human) inhibition in PME1 counter-screen. actives 0.16% (n = 320,000). O75608. recombinant LYPLA1, FP-Rh probe fluorescence polarization. AID 2174. inhibition, % at 5.9 µM;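 active means inhibition above the mean of all tested compounds plus 3 SD, set per campaign, cut at about 14% in these data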;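 further: inhibitors block serine hydrolase probe labeling of LYPLA1 so polarization falls; 0% = enzyme with DMSO and 100% = wells lacking LYPLA1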
PME-1 inh – blocks human protein phosphatase methylesterase 1; recombinant PME-1, FP-Rh probe fluorescence polarization; inhibition, % at 5.9 µM; actives 0.53% (n = 320,000); AID 2130;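 active means inhibition above the campaign mean of all compounds plus 3 SD, cut at about 26% in these data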;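 further: competitive labeling of PME-1 active site by serine hydrolase directed probe; 0% = PME-1 with DMSO and 100% = wells lacking PME-1 enzyme; inhibitors block probe labeling so polarization falls and inhibition rises; many of its hits are not listed in these tables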
Target sequence (Q9Y570 whole entry, looked up): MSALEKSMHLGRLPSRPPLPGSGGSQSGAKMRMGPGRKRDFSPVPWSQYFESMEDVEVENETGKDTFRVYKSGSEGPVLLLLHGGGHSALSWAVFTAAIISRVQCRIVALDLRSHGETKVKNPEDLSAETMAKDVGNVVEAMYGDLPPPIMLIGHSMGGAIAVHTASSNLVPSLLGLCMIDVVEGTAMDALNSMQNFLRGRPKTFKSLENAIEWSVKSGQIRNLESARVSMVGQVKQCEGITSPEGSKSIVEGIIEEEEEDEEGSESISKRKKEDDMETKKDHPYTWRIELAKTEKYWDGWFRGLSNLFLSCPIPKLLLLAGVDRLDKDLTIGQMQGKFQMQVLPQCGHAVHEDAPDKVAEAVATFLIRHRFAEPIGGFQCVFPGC
PAFAH2 inh – PAFAH2 (human) inhibition; recombinant PAFAH2, FP-rhodamine activity probe, fluorescence polarization; actives 0.99% (n = 340,000); Q99487; inhibition, % at 3.39 µM;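 active means inhibition above the mean over all tested compounds plus 3 SD, cut at about 30% in these data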;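 further: inhibitors block probe labeling of enzyme so polarization drops; 0% = enzyme with DMSO and 100% = wells lacking PAFAH2 protein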
PAFAH1B3 inh – inhibitors of human PAFAH1B3 | inhibition, % at 3.39 µM | actives 0.28% (n = 340,000) | recombinant PAFAH1B3, FP-rhodamine probe, fluorescence polarization;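 active means inhibition above the screen-wide average of all tested compounds plus 3 SD, cut at about 25% in these data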;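 further: 0% = enzyme with DMSO only and 100% = wells lacking PAFAH1B3 protein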
pPAFAH inh – inhibitors of human plasma PAF acetylhydrolase (pPAFAH) | Q13093 | recombinant pPAFAH, FP-rhodamine probe fluorescence polarization | inhibition, % at 3.39 µM | actives 1.5% (n = 330,000);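 active means inhibition above the mean inhibition across the screen plus 3 SD, cut at about 25% in these data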;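 further: inhibitors block binding of the rhodamine activity-based probe so polarization drops; 0% = enzyme with DMSO and 100% = wells lacking pPAFAH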
LYPLA2 counter – counter-screen for PME1 inhibitors: inhibitors of human LYPLA2. inhibition, % at 5.9 µM. recombinant LYPLA2, FP-Rh probe fluorescence polarization. actives 0.38% (n = 320,000). O95372;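 active means inhibition above the screen-wide mean plus 3 SD, limit set per campaign, cut at about 26% in these data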;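 further: 0% = LYPLA2 with DMSO and 100% = wells lacking LYPLA2 enzyme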
An asterisk follows results filed as active; . = no result given. The list is partial, so the mix of outcomes need not match the whole.

Every second line gives: GSTO1 inh	PAFAH1B2 FP inh	PAD4 FP inh	LYPLA1 inh	PME-1 inh	PAFAH2 inh	PAFAH1B3 inh	pPAFAH inh	LYPLA2 counter
- Nc1nc(-c2nonc2N)no1
  -4	1	-3	1	7	-1	8	-4	7
- Cc1ccsc1C(=O)OCC(=O)NCCC1=CCCCC1
  4	0	1	4	-2	32*	-2	9	6
- O=C(CCCn1c(=S)[nH]c2cc3c(cc2c1=O)OCO3)N1CCc2ccccc2C1
  11	-2	1	-1	13	1	-2	-2	0
- COc1ccc(OCC(=O)Nc2ccccc2N2CCCCC2)cc1
  -1	3	0	0	0	-1	3	9	-2
- COc1ccc(C(=O)NC2CC3CCCC(C2)N3Cc2ccccc2)c(OC)c1 (stereo not given)
  3	3	2	1	-1	0	16	0	-2
- COc1ccc(NS(=O)(=O)c2cccc(C(=O)N3CCN(Cc4ccc5c(c4)OCO5)CC3)c2)cc1
  8	12	0	1	-4	2	7	20	0
- Cn1c(=O)c2c(nc(SCCN3CCOCC3)n2Cc2cccc3ccccc23)n(C)c1=O
  0	3	4	-4	-4	-1	4	9	-2
- C=CCn1c(=NC(=O)CN2C(=O)CCC2=O)sc2cccc(OC)c21
  13	-1	-1	0	2	-4	2	-2	0
- CN1CCN(C(=O)c2cc(S(=O)(=O)Nc3ccccc3F)c(Cl)cc2Cl)CC1
  3	-6	-1	5	0	3	10	-2	4
- Brc1c(CSc2nc3ccccc3s2)nc2ncccn12
  -6	-4	4	-2	-1	-2	-5	0	4
- COc1ccc(NC(=O)CCSc2ccc(C)cc2)cc1
  28	23	-3	0	1	-5	5	1	4
- CC1=C(C(=O)Nc2ccccc2C)C2(CCCC2)C(C(N)=O)C(=O)N1 (stereo not given)
  -1	5	-1	-2	1	-3	6	3	-8
- Cc1ccc2nc(CSc3nnc(-c4ccncc4)n3C)cc(=O)n2c1
  5	2	-2	-1	3	0	6	3	-3
- CCOC(=O)Cc1cc(=O)n2[nH]c(C)c(-c3ccc(Cl)cc3)c2n1
  -8	-3	-10	0	7	7	1	15	-1
- CCC1CCCCN1C(=O)CSc1nnc(CNC(=O)COc2ccc(Cl)cc2)o1 (stereo not given)
  12	5	-1	-1	0	5	7	2	0
- N#Cc1ccc(NC(=O)c2sc3cc(C(F)(F)F)cnc3c2-c2cccs2)cc1
  4	0	-5	-12	-8	-19	-9	0	-24
- N#Cc1c(NC(=O)c2ccccc2)sc2c1CCCCC2
  1	6	-1	-5	5	-8	1	9	-6
- CN1C(=O)/C(=C/c2ccc(O)c([N+](=O)[O-])c2)N(C)C1=S
  2	7	0	-3	5	0	-1	-3	-8
- O=[N+]([O-])c1ccc(Nc2ccc3ccccc3c2)nc1
  -1	-1	6	3	15	2	4	19	16
- COc1cc(NC(=O)N[C@H](C(=O)O)C(C)C)cc(OC)c1
  3	0	-4	-2	-9	-15	-3	-13	-1

Every second line gives: GSTO1 inh	PAFAH1B2 FP inh	PAD4 FP inh	LYPLA1 inh	PME-1 inh	PAFAH2 inh	PAFAH1B3 inh	pPAFAH inh	LYPLA2 counter
- CCOc1ccc(CC(=NCCO)C2=C(O)CC(C)(C)CC2=O)cc1OCC
  -1	-10	-6	-1	0	-1	1	1	-1
- Cc1cc(-n2c(C)cc(C(=O)CSc3ncnc4ccccc34)c2C)no1
  0	5	4	-6	-5	10	5	0	-1
- CCCCNc1c(-c2cccc(-c3ccc(OC)cc3)c2)nc2ccc(C)cn12
  0	3	-4	-4	7	-8	2	25*	-6
- COC(=O)Cc1c[nH]c2cccc(OCC(O)CN(Cc3ccccc3)C(C)C)c12 (stereo not given)
  -3	6	2	-1	4	0	9	0	3
- CN(CC(=O)Nc1ccc(Cl)c(C(F)(F)F)c1)C(=O)CNC(=O)C1CCCCC1
  .	0	1	-5	0	4	-2	3	1
- CCc1ccc(NC(=O)CN(c2ccc(OC)cc2)S(=O)(=O)c2c(C)[nH]c(=O)[nH]c2=O)cc1
  2	1	-1	5	-7	3	2	7	7
- Cc1cc(Cl)c(OCCCSc2nc(C)cc(=O)[nH]2)c(Br)c1
  -16	4	2	0	-3	-1	7	2	11
- O=C(CSc1nnc(NC(=O)C2CC(=O)N(c3ccccc3)C2)s1)NCc1ccco1 (stereo not given)
  3	-1	-9	-5	1	8	1	3	0
- CC1=C(c2ccc(Cl)cc2)[N+](=O)C(C)(C)N1[O-]
  1	0	5	-2	-5	5	6	7	5
- O=C(CSc1nc2[nH]c(=O)cc(O)c2s1)Nc1ccc(Cl)c(C(F)(F)F)c1
  .	7	-6	-2	1	0	10	14	15
- COCC(=O)Nc1cc(OC)c(Cl)cc1OC
  6	4	0	-1	1	6	8	0	-1
- CCC(=O)NC(NC(=S)Nc1cccc2cccnc12)C(Cl)(Cl)Cl (stereo not given)
  0	5	-3	-2	-2	0	-1	-2	6
- Cc1ccc(C(c2sc3nc(C)nn3c2O)N2CCOCC2)cc1 (stereo not given)
  9	3	3	0	-4	-12	9	4	4
- CC(C)C(OC(=O)CN1C(=O)COc2ccccc21)C(=O)NC1CCCC1 (stereo not given)
  3	-1	-8	-2	-2	3	4	-5	0
- C=CCOc1ccccc1/C=C/C(=O)O
  3	7	-2	5	-7	2	8	-4	7
- O=C(CSc1ncccc1C(=O)O)Nc1ccc2c(c1)OCCO2
  3	5	1	2	2	8	10	3	-2
- Cc1ccccc1N1C(=O)c2ccccc2N2C(=O)c3ccccc3C12 (stereo not given)
  2	-1	1	3	-2	5	4	8	7
- CN1CCN(CCCCOc2ccccc2-c2ccccc2)CC1
  2	6	0	0	2	1	8	-1	3
- COc1ccccc1CNC(=O)C(CCSC)NC(=O)c1cccc(S(=O)(=O)N2CCOCC2)c1 (stereo not given)
  .	7	0	.	.	7	7	2	.
- COC(=O)C1=C(C(=O)OC)[C@@H]2N(Cc3ccccc3)c3ccccc3[C@@]23C[C@@H](C(=O)OC)N(C(=O)C2CCC2)C3=N1
  9	.	3	0	6	.	.	2	4

Every second line gives: GSTO1 inh	PAFAH1B2 FP inh	PAD4 FP inh	LYPLA1 inh	PME-1 inh	PAFAH2 inh	PAFAH1B3 inh	pPAFAH inh	LYPLA2 counter
- Cc1ccc(OCC(=O)N/N=C/C=C/c2ccco2)cc1C
  11	1	-3	-2	-1	13	10	13	-1
- O=C(CSc1nc2cc([N+](=O)[O-])ccc2n1-c1ccccc1)NCc1ccc2c(c1)OCO2
  2	-6	-7	1	-1	3	4	44*	-3
- CCCCCSc1nc2c(c(=O)[nH]c(=O)n2C)n1C
  7	0	1	0	0	1	9	2	-1
- CCc1ccccc1NC(=S)NNC(=O)c1ccccc1Cl
  2	-2	-2	0	-4	-2	7	3	0
- COC(CNC(=O)C1CCN(S(=O)(=O)c2cccc3nsnc23)CC1)OC
  -5	2	8	-1	2	-4	-5	2	0
- O=C(CSc1nnc(NC(=O)c2ccc(F)cc2)s1)NC1CCCC1
  4	4	0	0	0	-3	0	5	-9
- O=C(c1cccc(Cl)c1)N1CCN(CCCc2ccccc2)CC1
  -8	-1	-4	6	-1	0	0	7	9
- Cc1nn(-c2ncc(C(F)(F)F)cc2Cl)c(=O)n1-c1cccc(F)c1
  5	1	-2	1	4	6	9	4	0
- O=S(=O)(/N=C(/Nc1cc(N2CCOCC2)ncn1)c1ccccc1)c1ccccc1
  3	4	2	2	-3	-9	6	0	2
- COc1ccc2c(c1)O[C@H](c1ccc3c(c1)OCO3)[C@@H](O)C2=O
  7	1	-6	2	6	-2	3	-1	64*
- COC(=O)[C@@]1(Cc2ccccc2)[C@H]2C(=O)N(Cc3ccccc3)C(=O)[C@H]2[C@H]2CN=C(SCc3ccc(C#N)cc3)N21
  .	4	2	.	.	-5	6	-3	.
- CCOC(=O)c1ccc(NC(=O)CCc2nc(-c3cccc(C)c3)no2)cc1
  -10	-1	-3	-21	-14	-16	-11	-5	-25
- Cc1ccc(/C=C/C(=O)Nc2cc(=O)n(C)c(=O)n2C)o1
  -2	1	1	-1	2	-5	4	7	1
- C#CCN1C(=O)C2(OCCO2)c2ccccc21
  1	6	0	2	-6	-1	6	5	-2
- CCC(C)c1ccc(S(=O)(=O)N2CCN(S(=O)(=O)c3ccc(NC(C)=O)cc3)CC2)cc1 (stereo not given)
  0	-13	0	-7	-13	-17	-30	-3	-16
- COCCCn1c(C(C)C)nc2oc3cc(OC)ccc3c(=O)c2c1=O
  0	1	-4	1	-2	-3	-1	5	4
- CCCCC(CC(O)COCCC)c1n[nH]c(=S)n1-c1ccccc1 (stereo not given)
  5	2	-1	1	1	2	2	5	3
- CC(C)N(C(=O)COC(=O)c1cncc(Br)c1)C(C)C
  5	1	4	1	0	3	15	1	1
- O=C1CC(C(=O)N(CC2CCCO2)C(C(=O)NC2CCCCC2)c2ccncc2)CS1 (stereo not given)
  2	3	1	-1	1	19	8	1	7
- CCOC(=O)c1sc(NC(=O)c2ccc(Cl)s2)cc1C
  2	3	1	-1	-6	-5	-5	3	0

Every second line gives: GSTO1 inh	PAFAH1B2 FP inh	PAD4 FP inh	LYPLA1 inh	PME-1 inh	PAFAH2 inh	PAFAH1B3 inh	pPAFAH inh	LYPLA2 counter
- COc1ccc(C)cc1N(CC(=O)N1CCCC1)S(=O)(=O)c1ccccc1
  4	1	2	0	-3	0	-3	-8	-3
- C/C=C/COc1nc2c(c(=O)n(C)c(=O)n2C)n1C
  5	6	1	0	-6	1	7	4	-8
- O=C(NCCC(c1ccccc1)c1ccccc1)c1cnccn1
  -2	9	-1	-1	-3	0	12	6	-5
- Cc1cccc2c1N(CCOc1ccc(C(C)(C)C)cc1)C(=O)C2=O
  0	5	-1	-3	-3	-7	2	16	5
